From PubChem BioAssay
PLCb3 inh: human PLC-beta3 inhibitors, primary screen, biochemical, fluorescence; 1-phosphatidylinositol 4,5-bisphosphate phosphodiesterase beta-3 (Homo sapiens), Q01970; Purified PLC-beta3, fluorogenic substrate; inhibition, % at 12.2 µM; actives 0.18% (n = 370,000); in the data active = inhibition above about 11%;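 also: 0% = median of compound wells on plate and 100% = full blocker control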
ADAM17 inh: ADAM17 inhibitors, primary screen, biochemical, QFRET. inhibition, % at 6.95 µM. AID 720648, 2013. recombinant ADAM17, EDANS/DABCYL FRET peptide cleavage. Disintegrin and metalloproteinase domain-containing protein 17 (Homo sapiens), P78536. actives 0.83% (n = 370,000);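 active = inhibition above the mean of compounds lying between control limits plus 3 SD, set per campaign, cut at about 8.5% in these data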;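 also: 0% = DMSO-only wells as the low control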
Target sequence (P78536 215-824 limits assumed): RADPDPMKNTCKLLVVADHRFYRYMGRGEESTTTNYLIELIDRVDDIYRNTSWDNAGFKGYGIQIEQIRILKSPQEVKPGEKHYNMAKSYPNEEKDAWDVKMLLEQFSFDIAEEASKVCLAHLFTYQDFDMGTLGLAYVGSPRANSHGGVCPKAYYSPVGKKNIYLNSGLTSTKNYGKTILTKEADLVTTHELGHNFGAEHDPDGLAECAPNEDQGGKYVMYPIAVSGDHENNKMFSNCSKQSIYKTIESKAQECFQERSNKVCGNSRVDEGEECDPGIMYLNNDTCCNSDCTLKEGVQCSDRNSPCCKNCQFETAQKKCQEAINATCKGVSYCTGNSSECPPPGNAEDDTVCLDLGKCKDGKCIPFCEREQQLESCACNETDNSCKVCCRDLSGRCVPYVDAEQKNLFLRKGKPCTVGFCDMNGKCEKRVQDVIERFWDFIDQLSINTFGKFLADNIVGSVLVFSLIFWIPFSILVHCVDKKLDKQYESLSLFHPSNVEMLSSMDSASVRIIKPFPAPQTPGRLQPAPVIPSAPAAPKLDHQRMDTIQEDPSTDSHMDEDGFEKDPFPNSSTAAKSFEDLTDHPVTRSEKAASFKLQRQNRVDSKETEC
SMARCA2 act: SMARCA2 (BRM) function activators, primary screen, cell-based, luminescence, high throughput; MG213 cells, MMTV-luciferase reporter, dexamethasone, overnight; activation, % at 9.1 µM; actives 1% (n = 370,000); in the data active = activation above about 7.8%;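 also: 0% = vehicle wells and 100% = reference activator wells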
DAX1 inh-1: DAX1 (NR0B1) inhibitors, primary screen, cell-based, HEK293, Gal4-DAX1, luciferase luminescence. inhibition, % at 6.75 µM. Nuclear receptor subfamily 0 group B member 1 (Homo sapiens), P51843. actives 0.99% (n = 340,000). HEK293 Gal4-DAX1 luciferase reporter. AID 504766, 2011;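 active = inhibition above the mean over all tested compounds plus 3 SD, cut at about 4.2% in these data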;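 also: 0% = DAX1-transfected cells with DMSO and 100% = empty-vector control cells with DMSO; inhibition shows as a rise in luminescence from relieved DAX1 repression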
ssDAF12 agonist: S. stercoralis DAF-12 nuclear receptor activators, primary screen, cell-based, luminescence, HEK293, GRIP1 co-expression, lit1-tk-luc | activation, % at 6.8 µM | actives 1% (n = 370,000) | HEK293 ssDAF-12/GRIP1 lit1-tk-luc reporter; % of 3 µM dafachronic acid response | Nuclear hormone receptor DAF-12 (Strongyloides stercoralis);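 active = activation above the mean over all tested compounds plus 3 SD, cut at about 0.9% in these data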;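 also: 0% = DMSO-only wells and 100% = 3 µM delta7-dafachronic acid wells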
hcDAF-12 act: H. contortus DAF-12 nuclear receptor activators, primary screen, cell-based, luminescence, HEK293, lit1-tk-luc reporter. HEK293 hcDAF-12 lit1-tk-luc reporter; 0% DMSO, 100% Δ7-dafachronic acid. activation, % at 6.8 µM. actives 1.4% (n = 370,000). AID 652067, 2013;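 active = activation above the mean of all tested compounds plus 3 SD, cut at about 5.5% in these data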;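 also: 100% = response to 3 µM Δ7-dafachronic acid high control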
DAX1 inh-2: DAX1 (NR0B1) inhibitors on StAR promoter, primary screen, cell-based, luminescence, SF-1 (NR5A1), full-length DAX-1; actives 1.1% (n = 370,000); inhibition, % at 6.8 µM; HEK293T StAR-luciferase reporter, SF-1/DAX-1 repression relief; AID 652010, 2013;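 active = inhibition above the mean over all tested compounds plus 3 SD, cut at about 3.6% in these data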;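 also: 0% = DAX-1 cells with DMSO and 100% = cells lacking DAX-1 with DMSO; higher inhibition means more luminescence from relief of DAX-1 repression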
NR1D1 modulator: modulators of Rev-erb alpha DNA binding, primary screen, biochemical, FITC-DNA, fluorescence polarization, uHTS; actives 0.79% (n = 370,000); AID 1259318, 2017; Nuclear receptor subfamily 1 group D member 1 (Homo sapiens), P20393; Rev-erbα–FITC-DNA binding, 90 min; activity, % at 10 µM;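 active = activity above about 14%, limit read from the data; passing the limit was not always enough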;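 also: 0% = DMSO wells with 35 nM protein and 100% = DMSO wells with 750 nM protein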
hgDAF12 agonist: H. glycines DAF-12 receptor agonists, primary screen, cell-based, luminescence, HEK293, GAL4 fusion, UAS-luciferase | Nuclear hormone receptor DAF-12 (Heterodera glycines), GAL4 fusion | HEK293 GAL4-hgDAF12 UAS-luciferase reporter, agonist luminescence; normalized to butyrate control | activation, % at 6.8 µM | actives 1.8% (n = 370,000);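 active = activation above a cutoff set at the mean of all screened compounds plus 3 SD, cut at about 10% in these data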;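 also: 0% = DMSO wells and 100% = sodium butyrate wells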
PLCg1 inh: PLC-gamma1 enzyme inhibitors, primary screen, biochemical, fluorescence, purified enzyme. 1-phosphatidylinositol 4,5-bisphosphate phosphodiesterase gamma-1 (Homo sapiens), P19174. fluorogenic substrate. inhibition, % at 12.2 µM. actives 0.84% (n = 370,000); in the data active = inhibition above about 9.5%
MBD2 DNA inh: inhibitors of MBD2 binding to methylated DNA, primary screen, biochemical, TR-FRET, DNA-binding domain, human | MBD2 binding to methylated oligonucleotide | inhibition, % at 4.4 µM | actives 0.31% (n = 370,000) | AID 686964, 2013; in the data active = inhibition above about 13%
Target sequence (Q9UBB5 whole entry, looked up, the tested form may be a part): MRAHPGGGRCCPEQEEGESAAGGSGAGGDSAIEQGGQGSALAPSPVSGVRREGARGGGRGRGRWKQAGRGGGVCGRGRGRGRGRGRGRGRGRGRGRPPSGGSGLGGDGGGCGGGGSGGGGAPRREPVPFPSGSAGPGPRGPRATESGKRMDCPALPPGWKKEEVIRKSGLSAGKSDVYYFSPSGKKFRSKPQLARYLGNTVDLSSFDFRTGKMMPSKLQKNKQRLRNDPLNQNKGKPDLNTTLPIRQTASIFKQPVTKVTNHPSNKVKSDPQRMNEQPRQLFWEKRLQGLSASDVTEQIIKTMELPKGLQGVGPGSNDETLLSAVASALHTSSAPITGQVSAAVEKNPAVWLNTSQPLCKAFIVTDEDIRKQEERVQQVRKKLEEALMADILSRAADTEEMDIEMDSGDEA
* = called active by the depositor; nt = no result given; & = joins results of further samples.

Molecule	PLCb3 inh	ADAM17 inh	SMARCA2 act	DAX1 inh-1	ssDAF12 agonist	hcDAF-12 act	DAX1 inh-2	NR1D1 modulator	hgDAF12 agonist	PLCg1 inh	MBD2 DNA inh
Cn1c2ccccc2c(=O)c2cc(C#CC3=CCCCC3)ccc21	-373.6	-218.4	2.8	-1.3	0.1	2.6	0.6	-17.9	-0.4	-261.2	-6.9
Clc1cccc(CNc2ccn3nc(-c4ccc(OCc5ccccc5)cc4)cc3n2)c1	-115.8	-29.4	-1.1	nt	-1.7	-1.1	-0.8	4.9	0.3	-90.8	2.2
Cc1ncn(C23CC4CC(CC(C4)C2)C3)n1	3.5	-0.6	1.1	-0.1	-0.8	0.2	-0.1	6.4	-0.1	2.4	10.7
N#Cc1c(Nc2ccc(Cl)cc2)s[nH]c1=O	-10.4	-4.3	0.9	-1.0	-0.9	0.6	-0.1	1.6	-0.9	-1.7	6.3
CCOn1c(=O)c(=O)n(O)c2ccccc21	3.5	1.5	-0.9	-0.2	0.1	-0.2	0.3	5.6	-2.1	4.1	2.8
CCc1nc2ccc(C(=O)N(C)Cc3ccco3)cn2c1N(C)CCCc1ccccc1	-11.3	-3.8	-2.4	nt	-1.5	-2.0	-1.5	-1.6	1.4	-11.1	1.6
CN(CCO)c1ccc2c(c1)Oc1ccccc1CN(Cc1cn(Cc3ccc(C(F)(F)F)cc3)nn1)S2(=O)=O	2.9	4.0	-3.0	nt	-0.4	-1.4	-0.3	-3.0	3.6	3.8	-0.9
CC(=O)Nc1ccccc1NC(=O)C/C(C)=N/NC(=O)Cc1cccc2ccccc12	-2.7	1.4	-1.4	0.7	-1.4	-1.2	0.1	4.8	-4.2	1.8	-5.5

2 entries from above, reformatted:
Every second line gives: PLCb3 inh, ADAM17 inh, SMARCA2 act, DAX1 inh-1, ssDAF12 agonist, hcDAF-12 act, DAX1 inh-2, NR1D1 modulator, hgDAF12 agonist, PLCg1 inh, MBD2 DNA inh
Cc1ncn(C23CC4CC(CC(C4)C2)C3)n1
    3.5, -0.6, 1.1, -0.1, -0.8, 0.2, -0.1, 6.4, -0.1, 2.4, 10.7
CCOn1c(=O)c(=O)n(O)c2ccccc21
    3.5, 1.5, -0.9, -0.2, 0.1, -0.2, 0.3, 5.6, -2.1, 4.1, 2.8

Going on with the list:
Molecule	PLCb3 inh	ADAM17 inh	SMARCA2 act	DAX1 inh-1	ssDAF12 agonist	hcDAF-12 act	DAX1 inh-2	NR1D1 modulator	hgDAF12 agonist	PLCg1 inh	MBD2 DNA inh
CC(=O)c1cccc(NC(=O)NC2CCCc3ccccc32)c1 (stereo not drawn)	-20.8	-2.1	-1.9	-0.1	-1.4	-1.7	0.7	-3.6	-1.7	-6.9	-2.4
O=C1COc2ccc(C(=O)COC(=O)CCc3ccc(S(=O)(=O)N4CCOCC4)cc3)cc2N1	-5.3	-0.5	-0.4	1.0	-1.2	-1.5	-0.3	3.9	-1.1	-0.2	4.4
COC(=O)[C@]12C[C@H](CC(=O)NCCC(C)C)C(=O)N(Cc3ccccc3)C1=C[C@H](C(C)C)O[C@@H]2C1CC1	5.3	-0.2	-7.2	nt	-1.4	1.2	0.0	-1.8	-1.8	1.8	3.9
CCCOc1ccc(-c2nc(OCC)c3ccccc3n2)cc1	5.1	-2.2	6.2	4.0	-0.4	0.5	0.3	-1.5	3.8	3.6	-5.1
CC(=O)OCC1OC(OCc2cn(C[C@H]3CC[C@H](Cn4cc(COC5OC(COC(C)=O)C(OC(C)=O)C(OC(C)=O)C5OC(C)=O)nn4)O3)nn2)C(OC(C)=O)C(OC(C)=O)C1OC(C)=O (stereo partly drawn)	1.0	-6.1	2.1	3.0	-1.5	-1.4	-0.1	-2.3	0.3	0.7	0.6
COCCn1c(-c2ccccc2)cnc1N	-1.3	-5.9	-1.1	0.9	-1.2	-1.9	0.3	4.2	2.1	-0.5	-3.5
CCCCN1C(=O)C(=O)N(CC(=O)c2cc(C)n(-c3cc(C)on3)c2C)C1=O	-4.5	-0.4	4.1	0.8	-0.2	1.6	0.7	-3.2	1.5	-2.4	-4.2
CN(C)c1ccc(/C=N/OC(=O)Nc2ccccc2)cc1	-16.6	-14.2	3.9	1.3	-0.1	5.8*	2.2	-7.7	13.7*	-3.1	4.8
Cc1cccc(C)c1NC(=O)CN(C)C(=O)c1ccc(N2C(=O)CCC2=O)cc1	-10.9	-6.2	-1.0	1.1	-1.1	0.0	-0.5	-2.1	-1.7	-1.0	2.3
C/C(=N\NC(=O)c1cccc(Cl)c1)C1C(=O)c2ccccc2C1=O	-6.0	1.1	-1.3	2.8	-0.1	3.1	0.7	1.3	3.8	-3.7	-2.8
O=C(Nc1ncccn1)C1CCCN1S(=O)(=O)c1ccc(Cl)c(Cl)c1 (stereo not drawn)	7.1	6.2	-5.4	0.4	-1.6	0.6	0.6	1.6	-1.4	7.0	2.5
C[C@@H]1CN([C@@H](C)CO)C(=O)CCCn2nncc2CO[C@@H]1CN(C)C(=O)Nc1ccccc1C(F)(F)F	-0.3	-3.4	-4.5	-0.3	0.3	-0.1	0.1	8.3	-1.6	-1.9	-1.3
Cc1ccccc1S(=O)(=O)NC(=O)C1(C)CCN1C(=O)C1CCCCC1 (stereo not drawn)	2.5	-2.1	-1.3	nt	-0.9	-0.7	1.4	-9.0	-0.2	0.2	-4.0
CCOC(=O)c1cc(NC(=O)OC)c(C)nc1C	1.6	-1.8	0.2	0.0	-1.2	0.2	-0.1	-3.2	1.7	3.5	3.8
COc1ccccc1C(=O)N/C(=C/c1ccco1)C(=O)Nc1cccc(C(=O)O)c1	-41.0	-6.4	-2.3	0.2	-0.7	1.1	0.1	-4.2	2.0	-21.2	-3.7
C/C(=N/NC(=O)c1ccccc1)C(=O)O	-3.6	-6.5	-0.6	0.4	-0.8	1.0	0.7	-2.1	-1.2	0.5	5.6
Cc1ccc(N(C(=O)CS(=O)CC(=O)Nc2ccc(F)cc2)C(C)C(=O)NC(C)(C)C)cc1 (stereo not drawn)	-4.1	-1.0	0.8	-1.1	-0.9	0.6	0.2	-4.4	0.5	-0.2	-4.7
O=C(Nc1ccc2nc(-c3ccco3)[nH]c2c1)c1cccs1	-51.9	-0.3	2.6	-0.9	-1.2	-0.5	0.1	-1.1	1.4	-44.7	1.3
CC(C)(C)OC(=O)N[C@@H](Cc1ccccc1)C(=O)N1CCC(C(=O)O)CC1	6.1	-5.1	3.5	0.6	-1.2	-0.4	-0.1	-2.6	-0.1	2.4	-2.8
COc1cc2sc(C)nc2c2sccc12	1.0	-3.1	-2.0	-0.3	-0.9	-0.8	0.7	-0.1	2.7	-1.4	-2.8
c1ccc(Oc2nc(NCc3ccco3)nc(NCc3ccco3)n2)cc1	3.6	1.1	-0.8	-1.8	-1.7	-0.5	-0.2	1.1	-1.8	2.4	-2.4
O=C(O)/C=C/c1ccc(Cn2ccnc2)cc1	-1.7&2.6	-1.9&-1.3	-0.8&-1.3	1.0&0.0	0.8&-1.2	-0.8&-0.6	-1.1&0.6	-7.5&5.0&-1.5	1.3&-0.3	0.2&2.7	-3.1&3.3
O=C(NNC(=O)c1ccccc1F)c1ccc(-n2cncn2)c([N+](=O)[O-])c1	-2.4	-0.2	1.4	0.3	-0.8	0.4	0.3	1.2	4.9	4.7	-5.0
Cc1cccc(CCN=C(N)NS(=O)(=O)c2ccccc2)c1	-9.0	-0.3	-2.2	0.2	-0.9	2.9	0.1	-1.9	-1.1	1.9	-7.8
O=C(CN1CCN(Cc2ccccc2)CC1)NNC(=O)c1ccc(Cl)cc1	1.2	-3.4	-2.9	0.0	-0.5	-1.2	0.9	1.0	-1.3	8.3	-6.1
CS(=O)(=O)n1nc(-c2ccc(Cl)cc2)nc1N	-0.9	2.5	8.5*	0.6	-0.9	-0.6	0.7	2.9	-2.2	-1.8	0.7
COc1ccc(N2C(=O)NC3CC2(C)Oc2ccc(Br)cc23)cc1OC (stereo not drawn)	3.0	-2.9	0.4	-0.1	-0.9	-1.1	-0.5	2.0	1.3	2.2	0.0
O=C(c1cccc(Cl)c1)N1CCCc2ccccc21	-4.7	-2.1	0.2	-0.8	-0.9	-1.1	-0.4	-1.9	-2.5	-0.3	-2.2
CCn1c(CNC(=O)c2ccco2)nnc1SCC(=O)Nc1cc(C(F)(F)F)ccc1Cl	2.8	0.2	-0.2	-0.9	-2.2	0.9	-0.9	-1.4	-1.1	1.4	-2.6
Cc1ccccc1NC(=O)c1cccc(NC(=O)c2c(C(=O)O)cccc2[N+](=O)[O-])c1	-4.5	-1.8	-2.9	-1.4	-1.0	0.8	0.2	-1.7	-1.2	0.4	4.3
Cc1noc(C)c1NC(=O)Nc1ccc2c(c1)CC(=O)N([C@@H](C)CO)C[C@@H](C)[C@@H](CN(C)C(=O)Nc1cccc3ccccc13)O2	-31.9	-20.6	0.7	0.8	-0.7	0.6	-0.2	0.8	-1.4	-23.3	-0.6
CN1C(=O)C(O)(CC(=O)/C=C/c2ccco2)c2ccccc21 (stereo not drawn)	13.7*	4.3	4.7	0.7	-1.2	-0.2	0.5	-0.5	2.9	1.9	-3.0
CCN(CC(=O)Nc1ccccc1C(F)(F)F)C(=O)c1ccc2c(c1)NC(=O)CS2	-6.5	-6.2	3.3	-0.9	-1.2	-0.2	-0.3	-2.4	1.8	0.9	-0.5
Cc1ccccc1S(=O)(=O)Cc1ccc(C(=O)O)o1	3.9	-5.4	0.1	0.1	-1.3	0.7	0.2	0.3	0.8	1.9	0.3
COCCNC(=S)Nc1ccc(N2CCOCC2)c(S(=O)(=O)Nc2ccc(Cl)cc2)c1	4.6	2.4	0.7	0.5	0.1	0.8	-0.3	-7.3	1.6	4.1	-5.1
CCOc1ccc2c(c1)C(N(CCN1CCOCC1)C(=O)Nc1ccccc1)CC(C)(C)O2 (stereo not drawn)	-5.6	-5.7	-2.1	2.7	-1.3	-0.4	0.1	-2.5	-3.0	2.2	3.0
C=CCN1C(=O)C(Cc2ccc(OC)cc2)S/C1=N\N=C\c1cccs1 (stereo not drawn)	2.9	0.5	0.1	0.1	-1.1	-1.4	0.4	-0.9	0.3	2.2	0.8
COc1ccc2c(c1)[C@@]1(OCCC=C[C@H]1C)C(=O)N2Cc1ccc(Br)cc1	1.0	4.6	1.5	nt	-1.4	-0.5	0.5	0.4	-2.3	3.8	-6.4

Rows were taken by chance. About 7.4% of those tested had a hit in this group.
